# Screens: PubChem, several laboratories
# Tb MetRS inh = T. brucei MetRS inhibitors, primary screen, biochemical, luminescence; methionyl-tRNA synthetase (Trypanosoma brucei brucei); purified T. brucei MetRS, ATP depletion, Kinase-Glo luminescence; inhibition, % at 11.9 µM; hit rate 0.4% among 360,000;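 active means inhibition above a per-plate cutoff of the control wells' mean inhibition plus 3 SD, cut at about 5.5% in these data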;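 further: 0% = DMSO wells median and 100% = median of wells with control inhibitor compound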
#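 Dosing: 11.9 µM single point; system: parasite MetRS enzyme; technique: luminescence of leftover ATP; times: 15 min enzyme-compound preincubation, 2 h reaction, 10 min detection, 25 °C; replicates: each compound tested once; read-out basis: percent inhibition relative to median high and low control wells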
# NRP1-CendR mod = modulators of CendR peptide binding to NRP-1, primary screen, biochemical, fluorescence polarization, uHTS | FAM-RPARPAR peptide binding to NRP-1 | inhibition, % at 25 µM | hit rate 0.85% among 360,000;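 active means inhibition or corrected inhibition above about 18%, plus a signal ratio from 0.5 to 1.5, limit read from the data, passing the limit was not always enough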; further: strong numbers were not always called active
# STEP block = STEP phosphatase inhibitors, primary screen, biochemical, fluorescence intensity, uHTS; recombinant STEP, OMFP fluorogenic substrate; inhibition, % at 20 µM; hit rate 0.25% among 360,000; AID 588621, 2011;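 active means inhibition at 20 µM, scaled per plate between control wells, above about 37%, limit read from the data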;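 further: 0% = DMSO with enzyme and substrate and 100% = substrate only without enzyme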
# Target sequence (P54829 whole entry, looked up): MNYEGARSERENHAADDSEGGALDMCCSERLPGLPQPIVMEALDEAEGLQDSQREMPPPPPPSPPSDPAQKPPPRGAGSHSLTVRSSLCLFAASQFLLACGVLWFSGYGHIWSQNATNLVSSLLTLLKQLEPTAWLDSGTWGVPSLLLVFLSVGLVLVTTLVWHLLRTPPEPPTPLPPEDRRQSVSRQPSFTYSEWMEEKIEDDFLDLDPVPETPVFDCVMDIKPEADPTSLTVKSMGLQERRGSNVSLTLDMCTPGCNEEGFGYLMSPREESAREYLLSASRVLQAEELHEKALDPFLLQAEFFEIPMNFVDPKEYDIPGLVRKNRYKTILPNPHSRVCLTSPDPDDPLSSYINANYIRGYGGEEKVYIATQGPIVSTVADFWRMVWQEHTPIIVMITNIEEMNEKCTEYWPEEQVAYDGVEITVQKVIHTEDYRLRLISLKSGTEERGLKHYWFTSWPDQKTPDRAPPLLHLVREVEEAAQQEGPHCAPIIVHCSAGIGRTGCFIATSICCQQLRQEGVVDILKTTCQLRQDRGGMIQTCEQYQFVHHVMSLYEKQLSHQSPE
#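 material = STEP tyrosine phosphatase | reagent = fluorogenic phosphatase substrate OMFP at 25 µM final | doses = single compound dose of 20 µM, 1% DMSO final | schedule = 20 min reaction, room temperature, in the dark | measured by = fluorescence, 480/540 nm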
# DNMT1 block = human DNMT1 methyltransferase inhibitors, primary screen, biochemical, molecular beacon, fluorescence, HinP1I cleavage, uHTS; inhibition (reported as % activation of signal), % at 10 µM; hit rate 0.83% among 360,000; in the data active means inhibition above about 50%
# MsrA inh = bovine MsrA enzyme inhibitors, primary screen, biochemical, absorbance, HTS; hit rate 0.75% among 360,000; inhibition, % at 15.5 µM; purified bovine MsrA, absorbance read-out; in the data active means inhibition above about 4.5%;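 further: 0% = vehicle wells with enzyme and 100% = reference inhibitor wells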
# SUMO1-SIM PPI = modulators of SUMO1 protein-protein interactions, primary screen, biochemical, uHTS | hit rate 0.33% among 360,000 | inhibition, % at 20 µM | SUMO1 binding to a labelled peptide, TR-FRET, 1 h | Small ubiquitin-related modifier 1 (Homo sapiens), P63165 | AID 602429, 2012; in the data active means inhibition above about 37%
# Target sequence (P63165 whole entry, looked up): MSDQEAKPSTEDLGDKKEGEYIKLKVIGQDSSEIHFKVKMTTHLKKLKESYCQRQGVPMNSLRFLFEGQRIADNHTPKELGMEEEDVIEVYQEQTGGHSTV
# Scp-1 inhibitor = Scp-1 phosphatase inhibitors, primary screen, biochemical, colorimetric, uHTS. hit rate 0.88% among 340,000. Carboxy-terminal domain RNA polymerase II polypeptide A small phosphatase 1 (Homo …. Recombinant Scp1, phosphopeptide, malachite green phosphate absorbance. inhibition, % at 20 µM;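 active means inhibition above about 50% at 20 µM, limit read from the data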;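 further: plate controls were DMSO wells with enzyme for no effect and wells lacking enzyme for full effect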
# Target sequence (Q9GZU7 76-261 limits assumed): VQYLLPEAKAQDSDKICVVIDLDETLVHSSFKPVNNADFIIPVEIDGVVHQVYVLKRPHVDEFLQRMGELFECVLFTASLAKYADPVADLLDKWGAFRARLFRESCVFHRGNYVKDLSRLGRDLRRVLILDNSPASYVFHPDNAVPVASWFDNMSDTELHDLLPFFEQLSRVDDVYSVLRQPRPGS
#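 Material: truncated SCP-1 phosphatase (76-261aa) / Buffer or medium: 50 mM Tris acetate pH 5.5, 0.005% Tween-20, 10 mM MgCl2 / Compound dosing: one concentration, 20 µM, with 1.0% DMSO / Incubation: 45 min room-temperature reaction, 5 min colour, 30 min stabiliser / Detection: colorimetric free-phosphate detection, absorbance 630 nm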
# MsrA act = bovine MsrA enzyme activators, primary screen, biochemical, absorbance, HTS; Methionine sulfoxide reductase A (Bos taurus); purified bovine MsrA, absorbance read-out; activation, % at 10.6 µM; hit rate 0.3% among 360,000; AID 602163, 2012; in the data active means activation above about 7.5%;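 further: 0% = vehicle and 100% = reference activator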
# E coli Lon inh = inhibitors of E. coli Lon protease, primary screen, biochemical, fluorescence polarization; P0A9M0; purified E. coli Lon protease; inhibition, % at 7.94 µM; hit rate 0.42% among 360,000; AID 602123, 2011; in the data active means inhibition above about 13%, passing the limit was not always enough;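 further: 0% = enzyme with probe and DMSO and 100% = no enzyme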
# LMPTP inh = LMPTP phosphatase inhibitors, primary screen, biochemical, fluorescence intensity, uHTS; hit rate 0.22% among 360,000; Low molecular weight phosphotyrosine protein phosphatase (Homo sapiens), P24666; AID 651560, 2012; inhibition, % at 20 µM; recombinant LMPTP-A, OMFP fluorogenic substrate;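 active means compounds that cut the enzyme signal by at least half of the control window in the single-dose screen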;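 further: plate controls were DMSO wells with enzyme plus substrate for no effect and substrate without enzyme for full effect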
# Target sequence (P24666 whole entry, looked up): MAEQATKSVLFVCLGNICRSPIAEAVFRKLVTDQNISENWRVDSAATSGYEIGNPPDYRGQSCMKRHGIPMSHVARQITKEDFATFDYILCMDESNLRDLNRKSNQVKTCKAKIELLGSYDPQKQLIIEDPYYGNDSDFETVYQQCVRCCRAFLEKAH
#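 Assay system: LMPTP-A phosphatase enzyme | Input: 0.625 nM enzyme | Also added: Fluorogenic phosphatase substrate OMFP at 400 µM final | Compound dosing: One test concentration per compound, 20 µM, with 3% DMSO overall | Schedule: 50 min enzyme reaction at room temperature, protected from light | Signal: Fluorescence intensity | Benchmarks: no-enzyme and uninhibited controls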
# * hit, by the source's call; . = no result given.
SMILES,Tb MetRS inh,NRP1-CendR mod,STEP block,DNMT1 block,MsrA inh,SUMO1-SIM PPI,Scp-1 inhibitor,MsrA act,E coli Lon inh,LMPTP inh
C=CCNC(=O)CCCCC(=O)NCC=C,-0.4,-5,-4,-2,-0.2,3,-10,1,2,-1.0
CC(C)(C)N1CC(C(=O)Nc2ccc(S(N)(=O)=O)cc2)CC1=O (stereo not drawn),0.4,-1,6,0,0.5,0,-5,-1,-8,-1.7
COc1ccccc1Cn1c(C)c(C(=O)NCc2ccco2)sc1=O,-0.2,-5,2,-1,0.0,6,.,-3,-5,-0.9
COC(=O)c1c(NC(=O)c2ccn(C)n2)sc2c1CCC2,-0.5,0,0,2,0.5,-1,1,-11,4,0.7
C/C(=N\NC(=O)C(=O)Nc1cc(C)ccc1C)c1ccncc1,-0.8,5,-1,0,-0.4,-4,-14,-7,2,0.5
CCN(CC)CCN(CC)Cc1ccccc1Br,-0.1,-170,2,4,0.0,0,-6,-3,-6,-4.3
Brc1ccc(C=Nc2ccc3c(c2)OCCOCCOCCO3)s1,-0.4,-4,-2,7,0.5,-1,-2,-6,5,-1.7
Cc1csc(CN(C)C(=O)CC2C(=O)NCCN2Cc2ccc(F)c(F)c2)n1 (stereo not drawn),0.2,6,-1,-4,-0.3,-2,-4,-9,14,-0.3
COc1ccc(NC(=O)CN2CCN(CC(=O)Nc3ccccc3F)CC2)c(OC)c1,-1.1,7,1,-1,-1.0,0,3,-2,13,2.6
CCOC(=O)c1ccc(NC(=O)CC2S/C(=N/N=C3/NC(=O)CS3)NC2=O)cc1 (stereo not drawn),-0.3,-4,0,-1,-0.1,13,-1,-6,5,-1.2
COc1ccc(S(=O)(=O)N2CCCC(C(=O)NCCCn3ccnc3)C2)cc1OC (stereo not drawn),-0.7,8,0,1,0.0,4,1,0,-8,-1.8
O=C1CSC(c2ccccc2)N1Cc1ccccc1 (stereo not drawn),-0.1,8,0,-1,-0.4,8,.,-3,1,-0.1
Cc1ccccc1CNC(=O)C1CCCN(c2cnccn2)C1 (stereo not drawn),0.9,1,0,-1,0.9,-2,-5,-2,-9,-0.3
N#CC(=C1C=C(Br)C(=NO)C=C1Cl)c1cccc2ccccc12,0.6,4,2,-23,0.2,4,.,-7,-9,-0.6
Cc1ccc(Sc2ncccc2C(=O)O)cc1C,-0.8,-4,-5,-2,-0.7,-3,-10,0,-13,-2.1

# Only E coli Lon inh (2 entries from above):
SMILES | E coli Lon inh
COc1ccc(NC(=O)CN2CCN(CC(=O)Nc3ccccc3F)CC2)c(OC)c1 | 13
CCOC(=O)c1ccc(NC(=O)CC2S/C(=N/N=C3/NC(=O)CS3)NC2=O)cc1 (stereo not drawn) | 5

# Two records drawn at random from the list so far, as already listed:
SMILES,Tb MetRS inh,NRP1-CendR mod,STEP block,DNMT1 block,MsrA inh,SUMO1-SIM PPI,Scp-1 inhibitor,MsrA act,E coli Lon inh,LMPTP inh
Cc1ccccc1CNC(=O)C1CCCN(c2cnccn2)C1 (stereo not drawn),0.9,1,0,-1,0.9,-2,-5,-2,-9,-0.3
CC(C)(C)N1CC(C(=O)Nc2ccc(S(N)(=O)=O)cc2)CC1=O (stereo not drawn),0.4,-1,6,0,0.5,0,-5,-1,-8,-1.7

# More structures
SMILES,Tb MetRS inh,NRP1-CendR mod,STEP block,DNMT1 block,MsrA inh,SUMO1-SIM PPI,Scp-1 inhibitor,MsrA act,E coli Lon inh,LMPTP inh
COc1cccc(NC(=S)N(CCc2c(C)[nH]c3ccc(C)cc23)Cc2cccs2)c1,-0.3,-1,3,-23,0.2,5,0,-7,-10,3.3
CC(C)C(=O)Nc1ccc(-c2nnc(-c3ccccc3)o2)cc1,-1.5,8,5,-1,0.8,5,9,-14,3,4.0
CCOC(=O)Cn1nc2sc3ccccc3n2c(=O)c1=O,0.0,6,2,-1,0.2,2,11,-1,2,1.3
Cn1cc(C(=O)NCC(=O)Nc2ccccc2Br)cn1,-0.1,2,-1,1,-0.7,-8,-7,-2,4,-0.4
Cc1ccc(-c2n[nH]c(=S)n2/N=C/C=C/c2ccccc2[N+](=O)[O-])cc1,-1.8,-15,6,-2,0.6,-17,-5,-3,-10,22
COc1cc2oc3ccccc3c(=O)c2cc1OC,0.3,5,0,0,.,-5,-7,-4,-6,1.9
CC(=O)N1c2ccc(S(=O)(=O)NCC3CCC(C(=O)NCc4ccco4)CC3)cc2CC1C (stereo not drawn),0.1,4,0,1,0.6,2,-6,-2,-13,-0.2
CCOc1ccc(Nc2oc(Cc3ccccc3)nc2C#N)cc1,-1.6,6,0,-6,1.0,0,-18,-3,0,-2.7
O=C1C(=O)N(CCN2CCOCC2)C(c2ccccc2)/C1=C(\O)c1ccc2c(c1)OCCO2 (stereo not drawn),0.2,5,0,0,1.5,-7,-9,-2,0,-1.2
COC(=O)c1ccc(OCC(O)CN(CC(C)C)CC(C)C)cc1 (stereo not drawn),-1.4,-30,-3,-1,0.1,-1,-5,-1,13,-0.5
COC(=O)c1ccc(NC(=O)CSCc2ccccc2C)cc1,0.3,2,1,-3,.,-2,-10,-1,-5,0.7
O=C(CCc1nc(-c2ccccc2)no1)NCc1ccccc1CN1CCOCC1,-0.3,3,-2,2,-0.3,-6,-2,-2,3,-1.6
CCC1NC(=O)c2cc(S(N)(=O)=O)c(Cl)cc2N1 (stereo not drawn),-0.8,11,4,4,-1.2,3,-6,-5,-8,-1.1
Cc1ccccc1CS(=O)(=O)c1ccc(C(=O)N2CCOCC2)cc1[N+](=O)[O-],0.2,12,0,2,-0.4,-31,-5,-1,-8,0.1
CCCCC(c1nnnn1C1CCCC1)N1CCN(C2CCCC2)CC1 (stereo not drawn),-0.6,7,0,4,-1.5,0,-2,-3,1,-6.8
CC(Sc1nc(N)cc(=O)[nH]1)C(=O)Nc1cccc(Cl)c1 (stereo not drawn),0.8,-8,0,5,-1.3,2,-4,-5,-5,-1.8
O=C(NCCc1ccc(S(=O)(=O)N2CCCC2)cc1)c1cccs1,0.2,-14,-1,-1,0.5,2,-15,3,5,-0.3
CCn1nnc(NC(=O)c2cccnc2)n1,-0.9,-9,5,-6,1.2,-1,-6,1,5,0.4
O=C1CCC([N+](=O)[O-])C(c2cccc(Br)c2)N1 (stereo not drawn),0.4,2,-2,4,1.0,-1,-5,-3,0,-1.6
NC(=O)C1(N2CCCCC2)CCN(C(=S)Nc2cccc(Cl)c2)CC1,0.4,3,-2,7,1.5,25,-1,-6,2,-2.2
O=C(NCC1CC1)Nc1cccc(Cl)c1,-0.3,-2,-2,0,0.2,2,-10,-3,5,-1.2
O=C(CSc1ncn(-c2ccccc2)n1)Nc1ccc2c(c1)OCCO2,-0.1,17,2,-4,-0.7,0,-4,-3,-1,0.7
COC(=O)C1=C(C)N(CCc2c[nH]c3ccc(OC)cc23)C(=O)C1,-0.1,-27,-2,-5,0.2,-2,-2,-1,-5,5.1
CCOc1ccc2nc(N(CCCN(C)C)C(=O)c3ccc4c(c3)CCCC4)sc2c1,-1.7,-1,0,2,0.1,-5,6,-10,3,0.1
COc1ccc(OC)c2sc(N(CCN(C)C)C(=O)/C=C/c3cccs3)nc12,-0.3,2,-1,-6,0.6,-106,9,-3,4,4.6
CC1(C)CC(=O)C(C=NCCC2=CCCCC2)=C(O)C1,-0.2,-6,-2,7,2.0,-1,-8,0,-16,-0.8
O=C(CSCc1ccc(Cl)cc1)NN=C1CCCC1,3.3,-2,-2,8,-0.9,3,-5,8.1*,6,-0.3
O=C(NCC(c1ccco1)N1CCCCC1)c1ccc(S(=O)(=O)Nc2ccccc2)cc1 (stereo not drawn),0.5,-13,2,1,1.1,-1,-6,-2,3,-0.7
CN(C(=O)COC(=O)c1ccccc1NC(=O)c1ccco1)C1CCS(=O)(=O)C1 (stereo not drawn),-0.3,11,-4,1,-1.2,-7,-8,-4,5,-1.9
CCOc1ccc(CNCc2ccc(C(=O)O)cc2)cc1OC,-0.3,0,0,-2,0.1,3,-1,-4,-3,-1.2
O=C(O)CCC(=O)Nc1ccc(S(=O)(=O)N2CCCC2)cc1,-0.4,6,0,2,0.5,1,1,0,-4,-1.2
O=c1ccc2c(-c3ccccc3S(=O)(=O)O)c3ccc(O)c(O)c3oc-2c1O,-0.4,51,97*,-45,2.4,48*,64*,-4,7,58*
O=C(NCCc1ccccc1)C1CCC(CNS(=O)(=O)c2ccc(F)cc2)CC1 (stereo not drawn),-0.4,4,-2,2,1.0,8,-13,0,7,-0.5
CCOc1ccc(N=C2Sc3nc4ccc(C)cc4cc3CN2CCOC)cc1,-0.1,19,2,-13,1.8,-12,7,-1,-1,3.8
Cc1sc2nc(SCC(=O)Nc3ccc(S(N)(=O)=O)cc3)[nH]c(=O)c2c1C,0.0,2,3,1,0.3,8,-9,-4,-3,-0.2
CC(C)NC(=O)C1(C)CCN1C(=O)C(c1ccccc1)c1ccccc1 (stereo not drawn),-0.2,-4,2,-1,0.6,-5,.,-1,2,0.0
CC1(C)CC(CC(=O)NC(=S)Nc2ccc([N+](=O)[O-])cc2)C(=O)O1 (stereo not drawn),-0.4,13,-1,1,1.2,-23,-6,0,10,0.2
COc1ccc(C(=O)Nc2ccccc2C(=O)NC(C)C)cc1OC,-0.1,1,0,4,0.8,0,-4,0,0,-1.6
O=C(Nc1ccc(O)cc1)/C(=C\c1ccncc1)NC(=O)c1ccccc1,-0.5,-5,-1,-7,2.9,-2,-5,1,-7,1.5
O=c1[nH]c(C2CCN(S(=O)(=O)/C=C/c3ccccc3)CC2)nc2c1nnn2Cc1ccccc1,-0.3,-6,0,-4,-0.7,5,-7,-3,4,0.5
O=C(NCc1ccccn1)c1n[nH]c(=O)c2ccccc12,-0.4,-1,2,-3,-0.2,0,9,0,0,-2.4
Cn1c(CNC(=O)c2cccs2)nnc1SCC(=O)Nc1ccc(Cl)cc1,0.8,-14,-4,-1,0.3,2,-5,-1,-1,-2.2
O=C(CSc1ncccn1)Nc1ncc(C(F)(F)F)cc1Cl,0.3,3,8,2,0.1,-4,-1,-3,-5,-0.2
